# Assay outcomes: PubChem BioAssay, National Center for Advancing Translational Sciences (NCATS)
# N370S GC mod – N370S glucocerebrosidase modulation, Gaucher chaperone candidate. Potency, µM (doses to about 59.4 µM), for inactives: top-dose activity change, negative = inhibition, most hits filed as inhibitors. actives 0.092% (n = 330,000). N370S GC spleen homogenate, 4MU-glucoside fluorescence. P04062;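 also: 0% = full enzyme activity and -100% = no enzyme basal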
# FEN1 inhibitor – human FEN1 inhibition. actives 0.35% (n = 390,000). Potency, µM (series often up to 114 µM), for inactives: at the top dose activity change, negative = inhibition, usual class: inhibitors. P39748. AID 588795. Recombinant FEN1 flap cleavage, fluorescence, 15 min; also: nearly all actives have a fitted effect of over 65% in size
#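 FEN1 at 10 nM, compound pretreatment for 15 min (room temperature), 50 nM final substrate to initiate; endpoint reads at 0 and 15 min; DMSO-only plates used as vehicle background.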
# KAT2A inh – inhibitors of human GCN5L2 histone acetyltransferase. Q92830. GCN5L2 HAT assay, ThioGlo1 CoA-SH fluorescence. Potency, µM (top dose mostly 58.9 µM), for inactives: at the highest dose activity change, negative = inhibition, actives largely listed as inhibitors. actives 0.21% (n = 390,000). AID 504327
# Target sequence (Q92830 whole entry, looked up): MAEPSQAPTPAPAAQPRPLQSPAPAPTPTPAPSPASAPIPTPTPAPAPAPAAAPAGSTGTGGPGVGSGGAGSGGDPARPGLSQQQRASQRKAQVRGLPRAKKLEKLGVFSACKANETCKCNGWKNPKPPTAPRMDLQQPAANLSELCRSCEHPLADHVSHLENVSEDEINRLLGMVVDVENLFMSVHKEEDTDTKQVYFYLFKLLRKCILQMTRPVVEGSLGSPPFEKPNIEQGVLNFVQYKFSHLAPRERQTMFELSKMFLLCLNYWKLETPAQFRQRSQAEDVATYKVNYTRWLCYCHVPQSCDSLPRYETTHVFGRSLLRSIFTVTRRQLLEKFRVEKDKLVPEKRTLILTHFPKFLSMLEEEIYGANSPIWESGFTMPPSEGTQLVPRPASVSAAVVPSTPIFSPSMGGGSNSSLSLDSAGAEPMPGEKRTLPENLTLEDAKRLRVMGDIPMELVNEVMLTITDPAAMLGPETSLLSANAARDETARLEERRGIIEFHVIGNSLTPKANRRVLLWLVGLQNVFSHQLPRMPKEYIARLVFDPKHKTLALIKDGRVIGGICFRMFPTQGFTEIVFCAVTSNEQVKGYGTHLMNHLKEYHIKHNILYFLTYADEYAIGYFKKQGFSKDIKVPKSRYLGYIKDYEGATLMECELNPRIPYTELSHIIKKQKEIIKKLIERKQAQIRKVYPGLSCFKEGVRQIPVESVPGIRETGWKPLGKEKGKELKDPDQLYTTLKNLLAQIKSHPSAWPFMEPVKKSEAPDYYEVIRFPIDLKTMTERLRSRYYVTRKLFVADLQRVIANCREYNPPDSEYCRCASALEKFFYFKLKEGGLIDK
#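 GCN5L2 (20 nM) in 50mM HEPES pH 7.5, 0.1mM EDTA, 0.01% Tween-20 preincubated 15 min with compounds at room temperature. Reaction started with H3(1-25) 75uM, acetyl-CoA 70uM, ThioGlo1 50uM; CoA-thiol fluorescence (Ex340/Em540) read at 0 and 20 min.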
# An asterisk follows results filed as active; ? = inconclusive; . = not tested or not shown; & = joins results of further samples. Calls follow the shape of the dose curve; as a rule, active = well fitted curve in the direction sought with a large enough effect; inconclusive = small, poorly fitted or top-dose-only effect, or another doubt; inactive = no such curve, though single readings can be large; an effect the other way counts as inactive or inconclusive. Unless noted, % is scaled to controls: 0 for no effect and ±100 for the full control effect; potency is read from the fitted curve at half-maximal effect. This is a subset; rates above refer to the full screens.
1. CN1C(=O)/C(=C\c2ccc(Br)s2)C(=O)NC1=S
2. Cc1nc2cc(C(F)(F)F)ccc2n1C1CCN(Cc2nnnn2CCc2ccccc2)CC1
3. CN(C)c1cccc2c(C#N)ccc(N(C)C)c12
4. Cc1ccccc1OCCN=Cc1c(O)n(C)c(=O)n(C)c1=O
5. COc1ccc(N2C(=O)/C(=C/c3ccc(C)o3)C(=O)NC2=S)c(OC)c1
6. CCOC(=O)C1(c2ccccc2)CCN(CCC(=O)Nc2ccccc2OC)CC1

screen / no.	1	2	3	4	5	6
KAT2A inh	-28%	-6%	-12%	6%	-27%	-19%
FEN1 inhibitor	?	-10%	5%	-14%	?	5%
N370S GC mod	-1%	1%	-5%	2%	-1%	?

7. CCN1CCN(Cc2cc(OC)c3c(c2)OCO3)CC1
8. Cc1ccccc1CN1CCCN(Cc2ccc(Cl)cc2)S1(=O)=O
9. Cc1cccn2c(=O)c3c(nc12)N1CCCCCC1C1(C3)C(=O)N(C)C(=O)N(C)C1=O (configuration not stated)
10. CC12CCC3C(CC=C4CC(O)CCC43C)C1C/C(=C\c1ccccc1F)C2=O (configuration not stated)
11. CC(C)[C@H]1C(=O)O[C@H](C(C)C)C(=O)N(C)[C@@H](C(C)C)C(=O)O[C@H](C(C)C)C(=O)N(C)[C@@H](C(C)C)C(=O)O[C@H](C(C)C)C(=O)N1C
12. Oc1ccc(CC2(N3CCCC3)CCCCC2)cc1

screen / no.	7	8	9	10	11	12
KAT2A inh	-5%	-8%	-7%	1%	-3%	-1%
FEN1 inhibitor	7%	-3%	0%	-3%	4%	1%
N370S GC mod	-1%	5%	6%	-5%	-12%	-6%

13. CCCCn1c(=O)c(C(=O)Nc2ccccc2F)c(O)c2ccccc21
14. O=C(Cc1ccccc1)Oc1ccc(N2C(=O)C3CCCCC3C2=O)cc1 (configuration not stated)
15. COc1ccc2[nH]c(C)c(CCN3CCC(=O)C(C)C3C)c2c1 (configuration not stated)
16. CC(=NCc1ccc(F)cc1)c1c(O)n(C)c(=O)n(C)c1=O
17. COC(=O)C1=C(c2ccc(OC)c(OC)c2)C[C@@H]2CC[C@H]1N2C(=O)NC1CCCCC1
18. CC(=O)OC1(c2ccccc2)CCN(C)C2CCCCC21 (configuration not stated)

screen / no.	13	14	15	16	17	18
KAT2A inh	2%	-3%	-4%	0%	-3%	3%
FEN1 inhibitor	21%	-3%	12%	3%	8%	1%
N370S GC mod	0%	4%	-9%	-9%	.	8%

19. O=C1C2(Cl)C3(Cl)C4(Cl)C(Cl)(Cl)C5(Cl)C3(Cl)C1(Cl)C5(Cl)C24Cl (configuration not stated)
20. COc1cc2c(c(OC)c1OC)-c1ccc(OC)c(=O)cc1[C@@H](NC(C)=O)CC2
21. O=C(C[N+]12CCC(CC1)C(O)C2)c1ccc(Br)cc1 (configuration not stated)
22. O=C(CNS(=O)(=O)c1cccs1)N1CCC2(CC1)OCCO2
23. CC(=O)N[C@@H]1CC[C@@]2(O)[C@H]3Cc4ccc(O)c5c4[C@@]2(CCN3CC2CC2)[C@@H]1O5
24. CN(C)c1ccc(N=Nc2ccccc2)cc1

screen / no.	19	20	21	22	23	24
KAT2A inh	-15%	-8%&-3%&-1%&-14%&-18%	-8%	?	-1%	.
FEN1 inhibitor	-6%	?	14%	-3%	-6%	-14%
N370S GC mod	-7%&-23%	?	-17%	7%	.	-1%

25. O=C(CCC(=O)N1C[C@H]2C[C@@H](C1)c1cccc(=O)n1C2)NCc1ccccc1C(F)(F)F
26. Cc1ccc(C)c(NC(=S)NC2CC3CCC(C2)N3Cc2ccco2)c1 (configuration not stated)
27. CCC(=NCc1ccc2c(c1)OCO2)c1c(O)n(C2CCCCC2)c(=O)[nH]c1=O
28. CN(C)c1ccc(NC(=O)c2sc3nc4c(cc3c2N)N2CCC4CC2)cc1
29. O=C(O)C(Br)CBr (configuration not stated)
30. COc1ccc(OC)c(N2C(=O)CC(=O)NC2=O)c1

screen / no.	25	26	27	28	29	30
KAT2A inh	0%	2µM*	-5%	-4%	-3%	-5%
FEN1 inhibitor	1%	-8%	?	3%	18%	7%
N370S GC mod	.	13%	?	.	4%	-3%

# One compound at a time (already shown).
# `Cc1ccccc1OCCN=Cc1c(O)n(C)c(=O)n(C)c1=O` is listed as KAT2A inh = 6%; FEN1 inhibitor = -14%; N370S GC mod = 2%
# `CN(C)c1cccc2c(C#N)ccc(N(C)C)c12` is listed as KAT2A inh = -12%; FEN1 inhibitor = 5%; N370S GC mod = -5%
# `CC(=O)OC1(c2ccccc2)CCN(C)C2CCCCC21` (configuration not stated) is listed as KAT2A inh = 3%; FEN1 inhibitor = 1%; N370S GC mod = 8%

# The results go on.
31. Cc1cc2c(C(C)C)c(O)c(O)c(C=O)c2c(O)c1-c1c(C)cc2c(C(C)C)c(O)c(O)c(C=O)c2c1O
32. CN1CC(C(=O)c2ccc(F)cc2)C(c2c(F)cccc2Cl)C1 (configuration not stated)
33. Fc1ccccc1CCNCc1ccccc1
34. CC1CC[C@@]2(NC1)OC1CC3C4CC[C@@H]5CC(O)CC[C@@]5(C)C4CC[C@]3(C)C1C2C (some centres not stated)
35. O=C1OC(c2cc(I)c(O)c(I)c2)(c2cc(I)c(O)c(I)c2)c2ccccc21
36. CCN1C(=O)c2ccccc2Sc2ccc(C(=O)N3CCC4(CC3)OCCO4)cc21

screen / no.	31	32	33	34	35	36
KAT2A inh	7.9µM*	-15%	-6%	0%	8.9µM*	2%
FEN1 inhibitor	2.5µM*	-5%	4%	.	.	1%
N370S GC mod	11%	-14%	6%	-9%	11%	2%

# Entries by screen from above:
# N370S GC mod, compounds 31–36, in order: 11%, -14%, 6%, -9%, 11%, 2%
# FEN1 inhibitor, compounds 31–36, in order: 2.5µM*, -5%, 4%, ., ., 1%

# Carrying on.
37. Cc1[nH]c2ccccc2c1CCNCc1ccco1
38. Cc1ccsc1C(=O)C1CCCN(Cc2cnn(C)c2)C1 (configuration not stated)
39. CCn1cc(C(=O)O)c(=O)c2cc3c(cc21)OCO3
40. COCCCN1CCN(c2nnc3n2-c2sc(Br)cc2C(c2ccccc2Cl)=NC3)CC1
41. C[C@@H]1CC[C@H]2[C@@H](C)C(=O)O[C@@H]3OC4(C)CC[C@@H]1[C@]32OO4
42. Cc1nn(Cc2ccccc2Cl)c(Cl)c1C(=O)OCC(=O)NCc1ccco1

screen / no.	37	38	39	40	41	42
KAT2A inh	-4%	-14%	?	2%	1%	2%
FEN1 inhibitor	-7%	1%	.	1%	.	-12%
N370S GC mod	-19%	0%	1%	-5%	4%	0%

43. Cc1ccccc1-c1nc(CN2C(=O)CN=C(c3ccccc3)c3ccccc32)c(C)o1
44. CCCC12CN3CC(C)(CN(C1)C3c1c(C)[nH]c(=O)[nH]c1=O)C2=O (configuration not stated)
45. CNC(=O)O/N=C/C(C)(C)SC
46. O=C1/C(=C/c2ccc([N+](=O)[O-])cc2)N2CCC1CC2
47. CCOP(=O)(OCC)C(NC(=O)c1ccccc1Cl)=C(Cl)Cl
48. O=C1CN=C(c2cccc(Br)c2)c2cc(Br)ccc2N1

screen / no.	43	44	45	46	47	48
KAT2A inh	-5%	-4%	-2%	-5%	4%	3%
FEN1 inhibitor	-25%	14%	.	5%	-2%	-20%
N370S GC mod	.	.	-24%&-4%	-12%	4%	?

# Compounds shown so far containing a CF3 group (two):
2. Cc1nc2cc(C(F)(F)F)ccc2n1C1CCN(Cc2nnnn2CCc2ccccc2)CC1
25. O=C(CCC(=O)N1C[C@H]2C[C@@H](C1)c1cccc(=O)n1C2)NCc1ccccc1C(F)(F)F

screen / no.	2	25
KAT2A inh	-6%	0%
FEN1 inhibitor	-10%	1%
N370S GC mod	1%	.

# Additional compounds.
49. N#CC(O[C@@H]1OC(COC2OC(CO)C(O)C(O)[C@@H]2O)C(O)C(O)C1O)c1ccccc1 (some centres not stated)
50. O=C(NC(c1ccc(Cl)cc1)P(=O)(Oc1ccccc1)Oc1ccccc1)OCc1ccccc1 (configuration not stated)
51. CC(=O)NN1C(=O)c2ccccc2NC1c1cccnc1 (configuration not stated)
52. COc1ccc(NC(=O)N2CCCC3(CCN(C(=O)Oc4ccccc4)CC3)C2)cc1
53. O=C(COc1ccccc1Cl)N1CCCC(N2CCN(c3ccc(F)cc3)CC2)C1 (configuration not stated)
54. Cc1cccc(C(=O)NC(Oc2ccccc2)C(Cl)(Cl)Cl)c1 (configuration not stated)

screen / no.	49	50	51	52	53	54
KAT2A inh	10%	-6%	-1%	-8%	-15%	-5%
FEN1 inhibitor	.	-4%	-5%	.	-13%	-1%
N370S GC mod	-1%	11%	3%	1%	-3%	6%

55. Cc1ccc(C2NC(=S)NC(c3ccc(C)cc3)C23C(=O)NC(=O)NC3=O)cc1 (configuration not stated)
56. O=[N+]([O-])c1ccc(N2CCCC2)c2ncccc12
57. O=C(c1n[nH]c(=O)c2ccccc12)N1CCC2(CC1)OCCO2
58. N/C(=N/[N+](=O)[O-])N1CCN(C(=O)c2ccc(Cl)cc2)CC1
59. Cc1cccc(NC(=O)Cn2cc(C(=O)c3ccccc3)c3ccccc32)c1C
60. O=C(O)c1cc(Oc2ccc([N+](=O)[O-])cc2)cc(Oc2ccc([N+](=O)[O-])cc2)c1

screen / no.	55	56	57	58	59	60
KAT2A inh	-4%	-1%	-4%	-10%	-6%	?
FEN1 inhibitor	5%	-10%	-4%	-5%	-21%	.
N370S GC mod	2%	2%	1%	-7%	.	2%

61. O=[N+]([O-])c1ccc(NCCCN2CCOCC2)nc1
62. CN(C)Cc1ccccc1OC(=O)N(C)C
63. COc1ccc(OC)c(NC2=NCCCS2)c1
64. CN1CCN(c2cc([N+](=O)[O-])ccc2Cl)CC1
65. C/C(=C\C=C/[C@@H](C)C(=O)O)[C@H]1CN[C@H](C(=O)O)[C@@H]1CC(=O)O
66. Cc1nc(Cl)sc1C(=O)Nc1ccc2ccccc2c1

screen / no.	61	62	63	64	65	66
KAT2A inh	-3%	2%	-8%	-7%	-24%	-7%
FEN1 inhibitor	9%	-1%	5%	0%	.	0%
N370S GC mod	-5%	20%	2%	0%	5%	8%

67. CN(C)C(=O)Oc1cccc2c(OC(=O)N(C)C)cccc12
68. CCn1cc(CN2CCCC(C(=O)c3cccc(OC)c3)C2)c(C)n1 (configuration not stated)
69. CN1C(=O)C(=CN2CCN(C(=O)c3ccco3)CC2)C(=O)N(C)C1=S
70. CCCCC/C=C\C[C@@H](/C=C/C=C\C/C=C\CCCC(=O)O)OO
71. CC1OC(O[C@H]2C[C@@H](O)[C@]3(CO)[C@@H]4C(CC[C@]3(O)C2)[C@@]2(O)CC[C@H](C3=CC(=O)OC3)[C@@]2(C)C[C@H]4O)C(O)C(O)C1O (some centres not stated)
72. CC(Cc1ccccc1)[n+]1cc(/N=C(\[O-])Nc2ccccc2)on1 (configuration not stated)
73. CC[C@]1(O)CC(O[C@@H]2CC(N(C)C)C(O)C(C)O2)c2c(cc3c(c2O)C(=O)c2c(O)cccc2C3=O)C1C(=O)OC (some centres not stated)
74. CN(C)C(=O)NC(O)C(Cl)(Cl)Cl (configuration not stated)
75. CCOc1ccc(-c2cc(C)[n+](CCN(CC)CC)c(-c3ccc(OCC)cc3)c2)cc1

screen / no.	67	68	69	70	71	72	73	74	75
KAT2A inh	0%	-5%	-8%	13%	-18%	-2%	-14%	0%	-9%
FEN1 inhibitor	-3%	-11%	0%	.	.	2%	.	-4%	-18%
N370S GC mod	0%	15%	-2%	8%&-3%	-3%	5%	-6%	2%	-5%
